Rad51 HR inh: Rad51 (human) homologous recombination inhibition. Q06609. hRad51 DNA strand exchange, fluorescence dequenching. inhibition, % at 10 µM. 0.085% of 200,000 active;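 active = inhibition above 40% at the single screening dose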;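 also: 0% = DMSO control wells and 100% = blanks with heterologous ssDNA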
Target sequence (Q06609 whole entry, looked up): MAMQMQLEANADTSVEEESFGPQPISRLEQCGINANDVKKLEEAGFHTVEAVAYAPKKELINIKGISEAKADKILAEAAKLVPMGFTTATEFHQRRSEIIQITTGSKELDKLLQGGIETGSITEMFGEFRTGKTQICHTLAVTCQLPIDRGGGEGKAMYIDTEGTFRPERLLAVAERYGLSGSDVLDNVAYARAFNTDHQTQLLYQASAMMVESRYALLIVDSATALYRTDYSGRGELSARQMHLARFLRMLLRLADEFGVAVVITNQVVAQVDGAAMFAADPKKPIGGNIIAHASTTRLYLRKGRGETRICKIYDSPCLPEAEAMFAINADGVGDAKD
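Material: Human Rad51 nucleoprotein filaments preassembled on unlabelled ssDNA | Also added: Labelled 47-mer dsDNA for strand exchange | Dosing: Single dose, 10 µM final compound | Schedule: 30-min compound preincubation and 15-min exchange, both room temperature | Technique: Fluorescence dequenching at 485/520 nm | Measure: Percent inhibition relative to plate controls and blanks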
Furin inhibitor: inhibitors of human furin; P09958; purified furin, fluorogenic substrate cleavage; inhibition, % at 30 µM; 0.061% of 220,000 active; in the data active = inhibition above about 25%; also: inactives centre near -15
FXIa inh: factor XIa (human) inhibition; P03951; purified FXIa, Boc-Glu-Ala-Arg-AMC fluorogenic substrate; inhibition, % at 5 µM; 0.14% of 220,000 active; AID 798;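 active = inhibition of at least 40%; inactive = inhibition below 40%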;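 also: fluorescence of freed AMC excited at 355 nm; 0% = enzyme without compound and 100% = no enzyme blank; many of its hits are not listed in these tables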
FXIIa inh: inhibitors of human coagulation factor XIIa; P00748; purified FXIIa, Boc-QGR-AMC fluorogenic substrate, 2 h; inhibition, % at 5 µM; 0.3% of 220,000 active; AID 800; in the data active = inhibition above about 40%;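 also: 0% = enzyme with no compound and 100% = blank without enzyme; many of its hits are not listed in these tables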
hK5 inh: inhibitors of human kallikrein 5; 0.59% of 210,000 active; recombinant hK5, fluorogenic AMC substrate cleavage; inhibition, % at 5 µM; Q9Y337; AID 873;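 active = inhibition of 40% or more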;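 also: 0% = enzyme controls without compound and 100% = no-enzyme blanks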
Target sequence (Q9Y337 67-293 limits assumed): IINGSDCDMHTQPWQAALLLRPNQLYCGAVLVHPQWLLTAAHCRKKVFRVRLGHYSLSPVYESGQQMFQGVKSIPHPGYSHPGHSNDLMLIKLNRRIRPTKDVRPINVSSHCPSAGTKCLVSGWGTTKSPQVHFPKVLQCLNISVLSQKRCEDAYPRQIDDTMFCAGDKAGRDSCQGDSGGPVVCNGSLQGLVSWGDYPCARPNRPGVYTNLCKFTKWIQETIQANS
Thrombin inh: blocks human thrombin protease activity | 0.26% of 220,000 active | inhibition, % at 5 µM | alpha-thrombin, Boc-VPR-AMC fluorogenic substrate cleavage | P00734;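 active = inhibition at or above 40%; inactive = inhibition below 40%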;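 also: 0% = enzyme with no compound and 100% = wells without enzyme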
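System: human alpha-thrombin protein; Compound dosing: one concentration per compound, 5 µM, with 0.2% DMSO; Timing: reaction at room temperature; Technique: AMC fluorescence, 355/460 nm; Controls: enzyme without compound as high, wells lacking enzyme as low.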
PERK inh: blocks human PERK kinase; CHO PERK-DD fusion, SEAP luminescence translation reporter; 0.17% of 220,000 active; Q9NZJ5; inhibition, % at 5.6 µM;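 active = inhibition above the mean inhibition of all tested compounds plus 3 SD, set separately per screening campaign, cut at about 2.9% in these data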;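 also: PERK kinase domain activated by AP20187 dimerizer at 100 nM; 0% = DMSO with dimerizer and 100% = rapamycin at 8.4 µM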
m-calpain inh: calpain II (pig) inhibition | purified calpain II, fluorogenic peptide substrate, 30 min | inhibition, % at 16 µM | 0.37% of 220,000 active | AID 1236;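 active = inhibition above about 50%, limit read from the data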
Cl transport mod: modulators of human KCC2 chloride dependent transport | 2.2% of 190,000 active | B-score of Tl+ flux slope (higher = more flux/activation; lower = inhibition) at 10 µM | Q9H2X9 | AID 1456 | KCC2 cells, thallium flux FluoZin-2 fluorescence;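 active = thallium flux slope and its plate-corrected score both differing from the plate sample mean at a set confidence after two filtering rounds, in either direction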;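 also: slope of fluorescence scaled to starting intensity during 10 to 20 s after thallium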
* = called active by the depositor; · = no result given; [ ] = remark or other dose. These rows are one share of the data; rates above refer to the full screens.

Below each compound: Rad51 HR inh | Furin inhibitor | FXIa inh | FXIIa inh | hK5 inh | Thrombin inh | PERK inh | m-calpain inh | Cl transport mod
- CCOC(=O)N1CCN(S(=O)(=O)c2ccc(C(=O)Nc3nnc(C4CC4)o3)cc2)CC1
→ 12 | -13 | 0 | -3 | -11 | -4 | 0.8 | 17 | 0.19
- O=C(Nc1ccc(Cc2ccc(NC(=O)C3CC3)cc2)cc1)C1CC1
→ 9 | -34 | -6 | 9 | -1 | -20 | 0.3 | 14 | -0.76
- Cc1ccc(SCCC(=O)N/N=C/c2ccncc2)cc1
→ 26 | -26 | -2 | 6 | -4 | -6 | -0.1 | -17 | -0.17
- O=c1cc(Nc2ccc3c(c2)OCCO3)[nH]c(=O)n1Cc1ccc(F)cc1
→ 5 | -10[20 µM] | 6 | 16 | -3 | 3 | 1.3 | -108 | 0.63
- CCOc1ccc(CN2CCN(Cc3cnc(N4CCOCC4)s3)CC2CCO)cc1 (stereo not drawn)
→ 2 | -24 | -2 | 7 | 1 | -7 | -0.2 | -21 | -0.28
- Cc1ccccc1NC(=O)C(C)n1c2ccccc2c2nc(=O)cc(C)n21 (stereo not drawn)
→ -9 | -16 | -3 | 4 | -4 | -4 | -1.9 | 6 | -0.03
- CCOC(=O)N1CCC(N2CCN(S(=O)(=O)c3ccc(NC(C)=O)cc3)CC2)CC1
→ 3 | -13[20 µM] | 5 | 18 | 7 | 3 | 0.0 | -5 | -0.69
- Cc1cccc(NC(=O)c2cc(Cl)nc3ccccc23)n1
→ 0 | -20 | 17 | 7 | 0 | -2 | 1.1 | -8 | 0.82
- COCCCNC(=O)C1CC(=O)N(C2CCCC2)C1 (stereo not drawn)
→ 1 | -26 | 4 | 6 | 5 | 0 | -0.2 | -23 | ·
- Cc1cc(C)nc(NC2=NCCN2C(=S)Nc2ccc(C)c(C)c2)n1
→ 17 | -17 | 0 | 2 | -5 | -7 | -0.1 | -31 | 1.5
- Cc1ccc(OCC(=O)NCc2ccccc2)c([N+](=O)[O-])n1
→ -6 | -17 | 0 | 10 | -10 | -15 | 0.7 | -20 | 0.35
- C(=N\c1c(-c2ccccc2)nc2n1CCS2)/c1ccccc1
→ -10 | -26[20 µM] | 3 | 18 | -4 | -7 | 0.5 | -25 | -0.041
- O=C(CN1C(=O)C(=O)N(Cc2ccccc2)C1=O)Nc1cc(Cl)cc(Cl)c1
→ 14 | -8 | -5 | 3 | -6 | 1 | 0.8 | 12 | -2.8
- O=C(c1ccc(F)cc1)n1ccc(-c2cnc(-c3ccccc3)s2)n1
→ 0 | -26[20 µM] | -20 | 6 | 0 | -2 | 0.6 | -165 | ·
- O=C(O)c1ccc2cccnc2n1
→ -2 | -29 | -5 | 6 | -3 | -5 | 2.2 | -20 | -0.039
- O=C(c1ccc2snnc2c1)N1CCN(c2ccccn2)CC1
→ 0 | -16[20 µM] | -28 | 14 | 4 | 1 | 0.6 | -8 | -0.6
- CC1CCN(c2nc3ccccc3n2CC(=O)c2ccccc2)CC1
→ 6 | -23 | 0 | 6 | 4 | -4 | 0.6 | 46 | 1.1
- Cc1ccc(CNS(=O)(=O)c2ccc3c(c2)CCN3C(=O)CCCC(=O)O)cc1
→ · | -16 | -1 | 10 | · | -4 | 1.6 | -15 | 0.6
- CCc1ccc(S(=O)(=O)c2nnn3c2nc(NCCNC(C)=O)c2ccccc23)cc1
→ -1 | -9 | 1 | 8 | 5 | 12 | 0.1 | -128 | -1.5
- Cc1ccc(NC2c3ncccc3C(=O)N2Cc2ccc(F)cc2)cc1 (stereo not drawn)
→ 9 | -17 | -2 | 16 | -2 | -3 | -0.5 | 19 | ·
- Cc1ccc(S(=O)(=O)CCC(=O)Nc2ccc(S(=O)(=O)N(C)C)cc2)cc1
→ 5 | -12 | 3 | 10 | -1 | · | 0.8 | -10 | 0.41
- COc1ccc(C)cc1S(=O)(=O)N1CCN(c2cccc(C(F)(F)F)c2)CC1
→ -6 | -17[20 µM] | -6 | -8 | -4 | -11 | 0.2 | 1 | 1.2
- N#Cc1c(N)n(-c2ccc(O)cc2)c2nc3ccccc3nc12
→ · | -15 | 0 | 7 | 2 | 3 | -0.2 | 14 | 0.038
- COc1ccc(N2C(=S)NC3N2C(=S)NC3(C)c2ccccc2)cc1 (stereo not drawn)
→ 24 | -25 | -1 | 5 | -7 | 3 | 1.7 | 4 | 0.027
- O=C(N/N=C/C(Br)=C/c1ccccc1)c1ccncc1
→ 3 | 4 | 5 | 5 | -1 | 0 | 1.2 | 24 | 1.9
- NC(=O)COC(=O)CC1CC2CCC1C2 (stereo not drawn)
→ 11 | -19 | 3 | 9 | 2 | 1 | 2.3 | -3 | 0.035
- CCOc1ccc(-c2nnn(CC(=O)Nc3cc(OC)cc(OC)c3)n2)cc1OCC
→ -8 | -32 | 2 | 6 | 0 | 3 | 0.6 | -37 | 0.46
- Fc1ccc(-c2ccc(/C=N\n3cnnc3)o2)cc1Cl
→ 3 | -3 | 4 | 13 | -17 | 4 | 0.9 | 5 | -1.6
- OCCC1CN(Cc2cnn(-c3ccc(F)cc3)c2)CCN1Cc1ccsc1 (stereo not drawn)
→ -7 | -17 | 1 | 10 | 0 | -12 | -0.1 | -12 | -0.52
- CCOC(=O)/C(O)=C(\C#N)c1nc2ccccc2[nH]1
→ -9 | -2 | -2 | 4 | -3 | 1 | 1.1 | 6 | 0.14

Some of these compounds in order of their number in PERK inh, falling.
molecule	PERK inh
Cc1ccc(S(=O)(=O)CCC(=O)Nc2ccc(S(=O)(=O)N(C)C)cc2)cc1	0.8
COc1ccc(C)cc1S(=O)(=O)N1CCN(c2cccc(C(F)(F)F)c2)CC1	0.2
N#Cc1c(N)n(-c2ccc(O)cc2)c2nc3ccccc3nc12	-0.2

(more compounds)
Below each compound: Rad51 HR inh | Furin inhibitor | FXIa inh | FXIIa inh | hK5 inh | Thrombin inh | PERK inh | m-calpain inh | Cl transport mod
- COc1ccc(/C=N/Nc2cc(C)nc(N3CCOCC3)n2)cc1
→ · | 1 | 3 | 9 | 2 | 1 | 1.7 | 0 | -2.9
- CCOc1ccc2nc(NCCCO)[nH]c2c1
→ 2 | -23[20 µM] | 7 | 13 | -5 | 5 | 0.2 | -14 | ·
- CC(C)(C)[C@@H]1C=C(C(=O)N2CCOCC2)O[C@H](OCc2ccc(CO)cc2)C1
→ -10 | -25 | -2 | 2 | -2 | -4 | 1.0 | -5 | -0.076
- Cc1nc2ccc(NC(=O)NCCO)cc2s1
→ -6 | -19[20 µM] | -3 | 3 | -20 | -7 | 0.4 | -51 | -0.43
- Cc1cc(NC(=O)c2cc(-c3cccs3)on2)nn1Cc1ccc(Cl)cc1
→ · | -14 | 5 | -3 | 3 | -10 | 1.9 | -64 | ·
- CCOc1ccc(S(=O)(=O)NCCCN2CCOCC2)c2ccccc12
→ -4 | 5 | -13 | 6 | 18 | -7 | -1.2 | -7 | -0.013
- Cc1cc(NC(=O)CSc2nc3cc(C(=O)NCCCOC(C)C)ccc3c(=O)n2Cc2ccco2)no1
→ 0 | -16 | 3 | 4 | 2 | -1 | 0.1 | 61* | -0.034
- CCOc1ccc(-c2nc(S(=O)(=O)c3ccccc3)c(N3CCOCC3)o2)cc1
→ 0 | -13 | -1 | 3 | -3 | -2 | 0.9 | 20 | 0.02
- Cc1nc(C)c(CC(=O)N2CCc3c([nH]c4ccccc34)C2c2ccccn2)s1 (stereo not drawn)
→ · | -19 | 2 | 10 | 12 | -4 | -0.4 | -47 | ·
- Cc1c(Cl)cccc1NC(=O)Nc1ccn(C)n1
→ 10 | -17[20 µM] | 4 | 10 | -5 | 3 | 0.5 | -21 | -0.97
- C=CCn1c(CNC(=O)CCC)nc2ccccc21
→ -1 | -17[20 µM] | · | · | · | · | 0.3 | · | 1.5
- COc1ccc(C)cc1-n1nnnc1SCC(=O)N1CCC(C(=O)Nc2nccs2)CC1
→ 8 | -7 | -7 | 14 | -6 | 0 | -1.4 | -18 | -0.42
- CC1(C(=O)Nc2cccc(C(F)(F)F)c2)CO1 (stereo not drawn)
→ -30 | -11 | -5 | 4 | -10 | -15 | -0.5 | 28 | -0.11
- O=C1Nc2ncccc2OC1CCO (stereo not drawn)
→ 3 | -18[20 µM] | 6 | 14 | 12 | 1 | -0.1 | -19 | ·
- O=C(CN1C(=O)C2CCc3[nH]c4ccccc4c3C2C1=O)N1CCCC1 (stereo not drawn)
→ -3 | -28 | -1 | 12 | -4 | -3 | 0.8 | -23 | ·
- Cc1ccc(C(=O)CNc2ccc(Br)cc2)cc1
→ -6 | -11[20 µM] | 5 | 20 | -30 | 1 | 1.2 | -12 | -0.51
- c1ccc(-n2c(-c3cccs3)nc3nc4ccccc4nc32)cc1
→ -10 | -31 | -2 | -8 | -30 | -14 | 1.3 | -195 | -0.85
- O=C(Cn1cnc2c(cnn2-c2ccc(Cl)cc2)c1=O)N1CCN(c2ccccc2)CC1
→ 7 | -15 | -2 | -2 | -6 | -4 | 0.5 | -6 | -0.025
- CCN(CC)S(=O)(=O)c1ccc(/C=C/C(=O)Nc2cccc(F)c2)cc1
→ -1 | -15 | 6 | 14 | -5 | -8 | -0.4 | -23 | 0.23
- CCN(CC)C(=O)Cn1c(=O)n(-c2ccccc2)c(=O)n1CC(=O)N(CC)CC
→ 3 | -14 | 8 | 14 | 7 | 2 | -0.2 | -2 | ·
- CCCC1=C(C(=O)OCC)C(c2ccc(O)cc2)n2ncnc2N1 (stereo not drawn)
→ 0 | -13[20 µM] | -8 | 4 | -4 | -3 | -0.9 | 7 | -0.017
- O=C(O)COCC(=O)NCc1csc2ccc(Cl)cc12
→ 15 | 6 | 2 | 5 | 2 | 3 | 0.1 | 36 | -0.0049
- O=C(CC1NCCNC1=O)Nc1ccc([N+](=O)[O-])cc1 (stereo not drawn)
→ -7 | 7 | 5 | · | 3 | -2 | 0.5 | 13 | -1.2e-05
- Nc1cc2c(cc1[N+](=O)[O-])OCO2
→ · | -21 | 3 | 10 | 8 | 2 | 0.7 | -10 | -0.74
- CCOC1OC(=O)C(Cl)=C1Nc1cc(C)ccc1C (stereo not drawn)
→ 21 | -15 | -3 | 5 | -16 | 1 | 0.9 | 28 | -2.5
- O=C(Nc1ccc(Cl)cc1)[C@@H]1[C@@H]2C(=O)N(c3ccc4ccccc4c3)C(=O)[C@@H]2[C@H]2C=CC=NN21
→ 0 | -19[20 µM] | 7 | 9 | 4 | 6 | -1.9 | -124 | -0.55
- COc1ccc(C2(C(=O)NCC3CCCO3)CCOCC2)cc1 (stereo not drawn)
→ -2 | -20[20 µM] | -3 | 4 | -9 | -1 | 1.7 | -8 | 0.0097
- COC(=O)Nc1sccc1C(=O)Nc1sccc1C(=O)OC
→ -9 | -18[20 µM] | -7 | -11 | -5 | -9 | 0.2 | -77 | 1
- COc1ccccc1S(=O)(=O)Cc1ccc(C(=O)NC(C)c2ccc3c(c2)OCCO3)o1 (stereo not drawn)
→ -7 | 4 | -4 | 12 | -11 | -9 | -1.3 | 24 | -0.96
- Cc1ccc(O)c(C2=NNC(O)(C(F)(F)F)C2)c1 (stereo not drawn)
→ 6 | -26[20 µM] | -9 | 1 | -3 | -3 | 0.5 | -44 | -1.1
- CC(C)Sc1nc(N)c2c3c(sc2n1)CN(C)CC3
→ · | -12 | -2 | 7 | -2 | -3 | 0.9 | -83 | 0.047
- CCOC(=O)c1[nH]c2ccc(Br)cc2c1NC(=O)CCN1CCCC(C)(C)C1
→ · | -3 | 10 | 10 | -9 | 11 | -1.0 | 28 | 0.08
- CS(=O)(=O)N(CC(=O)N1CCCCC1)c1ccc2c(c1)OCO2
→ -3 | -3[20 µM] | -13 | -11 | -15 | -3 | 2.5 | -11 | ·

From PubChem BioAssay
